RBX1-CUL1 inh = human ROC1-CUL1 E3 ligase inhibition | in vitro K48 di-Ub FRET, acceptor:donor ratio, 45 min | P62877+Q13616 | inhibition, % at 10 µM | hit rate 0.6% among 140,000; in the data active means inhibition above about 25%
Target sequence (P62877 whole entry, looked up): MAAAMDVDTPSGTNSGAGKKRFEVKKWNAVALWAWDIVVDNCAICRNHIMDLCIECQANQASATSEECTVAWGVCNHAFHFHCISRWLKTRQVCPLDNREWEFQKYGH
Target sequence (Q13616 whole entry, looked up): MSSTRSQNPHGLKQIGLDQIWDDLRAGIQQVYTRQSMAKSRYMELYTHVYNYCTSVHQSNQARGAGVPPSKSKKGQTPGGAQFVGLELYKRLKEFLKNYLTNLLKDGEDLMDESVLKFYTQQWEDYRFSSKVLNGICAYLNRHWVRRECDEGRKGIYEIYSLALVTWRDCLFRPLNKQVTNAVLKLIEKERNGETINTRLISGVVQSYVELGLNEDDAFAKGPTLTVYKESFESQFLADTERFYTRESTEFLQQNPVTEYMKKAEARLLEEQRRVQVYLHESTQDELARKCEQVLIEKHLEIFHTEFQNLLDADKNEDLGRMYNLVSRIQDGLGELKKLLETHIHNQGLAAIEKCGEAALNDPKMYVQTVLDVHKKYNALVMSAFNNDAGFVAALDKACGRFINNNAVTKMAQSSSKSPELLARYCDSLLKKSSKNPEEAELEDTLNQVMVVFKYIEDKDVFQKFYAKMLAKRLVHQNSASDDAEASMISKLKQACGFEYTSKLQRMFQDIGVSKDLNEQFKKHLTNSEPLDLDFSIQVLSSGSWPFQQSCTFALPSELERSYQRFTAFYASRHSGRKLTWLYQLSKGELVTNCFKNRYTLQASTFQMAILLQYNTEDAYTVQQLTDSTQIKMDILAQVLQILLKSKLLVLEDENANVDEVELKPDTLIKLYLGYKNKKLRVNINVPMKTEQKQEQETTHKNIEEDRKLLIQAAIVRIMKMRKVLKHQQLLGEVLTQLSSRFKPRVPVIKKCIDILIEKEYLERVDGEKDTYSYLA
Starred values were filed as active, the others as inactive. A portion of the library; count on the stated rates, not on these rows.

SMILES	RBX1-CUL1 inh
CC(=O)NC1C(=O)N(c2ccccc2)N=C1C (stereo unspecified)	4
CCc1ccc(NC(=O)CCCc2nc(-c3ccco3)no2)cc1	3
Cc1cc(C)nc(NC(NC(=O)c2ccco2)(C(F)(F)F)C(F)(F)F)c1	-1
CCOc1ccc(CCNC(=O)c2cc3c(=O)oc4ccc(C)cc4c3s2)cc1OCC	-1
Cc1cccc(CC2C(=O)Nc3ccccc32)c1 (stereo unspecified)	3
COC(=O)Nc1ccc2n(cc[n+]2C)c1	2
Cc1ccc(C(=O)CC2(O)C(=O)N(CCc3ccccc3)c3ccc(Cl)cc32)cc1 (stereo unspecified)	7
CCOC(=O)c1ccc(Nc2nc3ccc(C(=O)c4ccccc4)cc3n3c(C)nnc23)cc1	7

The list continues.
SMILES	RBX1-CUL1 inh
Cc1cc2nc3s/c(=C/c4ccc(-c5ccc(Cl)cc5)o4)c(=O)n3c2cc1C	-6
Oc1ccc2c(c1)oc1cc(O)ccc12	15
CC1(C)N=NC([Si](C)(C)C)=C1C(=O)c1ccccc1	5
C=CCN1C(=O)C2(OCCO2)c2cc(CCCC)ccc21	7
CCC(=O)N1CCc2cc(S(=O)(=O)CCC(=O)NCc3ccccc3Cl)ccc21	-7
O=C1C2C3C=CC(CC3)C2C(=O)N1/N=C/C=C/c1ccccc1 (stereo unspecified)	10
COc1ccccc1NC(=O)c1cc(Br)ccc1Cl	1
Cc1cc(C(=O)N2CCN(c3ccccc3F)CC2)c2c(C)nn(-c3ccccc3)c2n1	2

(more compounds)
SMILES	RBX1-CUL1 inh
Clc1ccc2c(c1)[C@H]1OCC[C@H]1[C@@H](c1ccco1)N2	-7
Nc1c(-c2nc(-c3ccncc3)no2)nnn1CC(=O)Nc1ccccc1	-2
Cn1nnc2cc(NC(=O)Nc3ccc(Cl)cc3)ccc21	2
Cc1cccc(N2CCC(=NC(=S)NC(=O)c3ccccc3)N2)c1	6
CCCCC(=O)N1CCc2cc(S(=O)(=O)N3CCOCC3)ccc21	10
CCOC(=O)C1CCCN(S(=O)(=O)c2ccc3c(c2)oc(=O)n3C)C1 (stereo unspecified)	-3
Cc1ccc(NC(=O)C2CCN(c3nn4cc(-c5ccc(C)cc5)nc4s3)CC2)cc1	-9
O=c1c2ccccc2nc2c3ccccc3c(N/N=C/c3c[nH]c4ccccc34)nn12	6

Structural class: those above with a Cl atom
SMILES	RBX1-CUL1 inh
Cc1ccc(C(=O)CC2(O)C(=O)N(CCc3ccccc3)c3ccc(Cl)cc32)cc1 (stereo unspecified)	7
Cc1cc2nc3s/c(=C/c4ccc(-c5ccc(Cl)cc5)o4)c(=O)n3c2cc1C	-6
CCC(=O)N1CCc2cc(S(=O)(=O)CCC(=O)NCc3ccccc3Cl)ccc21	-7
COc1ccccc1NC(=O)c1cc(Br)ccc1Cl	1
Clc1ccc2c(c1)[C@H]1OCC[C@H]1[C@@H](c1ccco1)N2	-7
Cn1nnc2cc(NC(=O)Nc3ccc(Cl)cc3)ccc21	2

Next part.
SMILES	RBX1-CUL1 inh
COc1ccc(Nc2nc(NCCO)c3ccccc3n2)c(OC)c1	-2
CCOC(=O)c1ccc(N=C2SC(C(=O)Nc3ccccc3)CC(=O)N2C)cc1 (stereo unspecified)	-2
OC(Cc1ccccc1)c1ccc2c(c1)CN(Cc1c[nH]c3ccccc13)CCO2 (stereo unspecified)	-5
O=C(CCc1ccccc1)N/N=C/c1cccc(Cl)c1Cl	0
CCCCC(CC)C(=O)Nc1cccc(C)c1 (stereo unspecified)	-8
Cc1cc(C)cc(N2CC(C(=O)N3CCc4ccccc4C3)CC2=O)c1 (stereo unspecified)	6
CCCCCNC(=O)COc1ccc(S(=O)(=O)NCC(C)C)cc1Cl	5
CC(C)COc1ccc2[nH]c3c(c2c1)CCCC3=O	0

Continued:
SMILES	RBX1-CUL1 inh
CC(=O)OCC#CCSc1nnc(-c2cccc(Br)c2)o1	19
COc1ccc(/C(C)=N/NC(=S)NCc2ccco2)cc1	-5
CC1CCN(C(=O)CN2CCSc3ccc(S(=O)(=O)N(C)C)cc32)CC1	-1
O=C1NC(=Nc2cccnc2)S/C1=C/c1cccc(F)c1	4
Cc1ccc(C)c(CSc2nnc3[nH]c(=O)cc(-c4ccccc4)n23)c1	5
O=C(CCc1ccccc1)Nc1ccc(NC(=O)CCc2ccccc2)cc1	3
CC(=O)NC1=NC(=O)/C(=C\c2c(Cl)cccc2Cl)S1	-1
CC#CC(=O)NC1CC(=O)N(CCc2ccc(F)cc2)C1 (stereo unspecified)	2

Other results.
SMILES	RBX1-CUL1 inh
CC(NC(=O)CSc1nnc(COc2ccccc2)n1C1CCCCC1)c1ccccc1 (stereo unspecified)	3
CCOC(=O)C1=C(C)OC(=N)C(C#N)C1c1cccc(Cl)c1Cl (stereo unspecified)	16
CCOC(=O)C1(C)CC(=Nc2cccc(C)c2)C(=O)N1c1ccccc1 (stereo unspecified)	0
CCCCc1ccc(NC(=S)NCc2ccc(OC)cc2)cc1	2
N/C(=N\OC(=O)Nc1ccc2ccccc2c1)c1ccccc1	-14
CCCCCn1c(=O)[nH]c2cc(C(=O)N3CCN(c4ccc(OC)cc4)CC3)ccc2c1=O	-5
COc1ccc(C(=O)NCC2(N3CCN(C)CC3)CCCCC2)cc1	-1
NC(=O)c1c(NC(=O)c2cccc(Cn3cc(Br)cn3)c2)sc2c1CCCCCC2	-7

More entries
SMILES	RBX1-CUL1 inh
COC(=O)CCCC(=O)N1CCC2(CCCN(CC3CCC3)C2=O)C1 (stereo unspecified)	-1
COc1ccc(CNC(=O)c2ccc(Cn3c(=O)c4cccn4c4cccnc43)cc2)cc1OC	-2
Cc1sc2nc(-c3ccccn3)[nH]c(=O)c2c1-c1ccccc1	12
Cc1ccc(OC(C)C(=O)Nc2nccs2)c(C)c1 (stereo unspecified)	-10
Cc1ccc(NC(=O)C2CCN(S(=O)(=O)c3c(C)noc3C)CC2)cc1	-3
CC(=O)N1c2ccccc2CC1C(=O)N1CCN(c2ccccc2F)CC1 (stereo unspecified)	0
CN1C(=O)C(Cc2ccccc2)C(=O)c2c1n(-c1ccccc1)c(=O)n(-c1ccccc1)c2=O (stereo unspecified)	3
Cc1nn(CC(=O)O)c(=O)c2ccccc12	4

(next part)
SMILES	RBX1-CUL1 inh
Cc1cccc(C2NCCS2)c1 (stereo unspecified)	22
COc1ccc(C(=O)N2N=C(C)CC2(O)C(F)(F)F)cc1COc1cccc(Cl)c1Cl (stereo unspecified)	-4
COc1ccc(C2c3[nH]c4ccccc4c3CCN2Cc2ncc(C)[nH]2)cc1C (stereo unspecified)	8
O=C(NCc1cccnc1)c1ccc(C#Cc2ccccc2)cc1	-5
Cc1cccn2c(=O)c3cc(C#N)c(=N)n(Cc4ccncc4)c3nc12	-6
CC1=CC2=NC(=O)C(C(=O)NCCCN3CCCCC3C)C(=O)N2C=C1 (stereo unspecified)	2
CCOC(=O)c1sc2nccc(Nc3ccccc3)c2c1N	-4
Cc1onc(-c2ccccc2Cl)c1C(=O)NCC1CCCCC1	3

Going on with the list:
SMILES	RBX1-CUL1 inh
COC(=O)C1=C(C)N(c2cccc(Br)c2)C(=O)/C1=C\c1ccccc1O	6
CCCCc1ccc(-n2nnc(C(=O)N(C)C3CCS(=O)(=O)C3)c2C)cc1 (stereo unspecified)	4
O=C(CN1CCN(c2ccccc2)CC1)Nc1ccc(Cl)c(Cl)c1	0
COc1ccc(C2C3=C(N=c4s/c(=C/c5ccc(O)c([N+](=O)[O-])c5)c(=O)n42)c2ccccc2CC3)cc1 (stereo unspecified)	44*
Cc1ccc(CNc2nc(-c3ccco3)nn2S(=O)(=O)c2ccc3ccccc3c2)cc1	-3
CC1=CC(=O)C(C(c2ccc(Cl)cc2)N2CCN(c3ccccc3)CC2)C(=O)N1Cc1ccco1 (stereo unspecified)	3
O=C(O)c1ncccc1C(=O)N1CCN(c2ccccc2F)CC1	-12
CC(C)(C)NC(=O)CC(c1ccccc1)c1cc(Cl)ccc1O (stereo unspecified)	8

Records listed so far that bear a hit mark in RBX1-CUL1 inh.
SMILES	RBX1-CUL1 inh
COc1ccc(C2C3=C(N=c4s/c(=C/c5ccc(O)c([N+](=O)[O-])c5)c(=O)n42)c2ccccc2CC3)cc1 (stereo unspecified)	44*

Additional entries follow.
SMILES	RBX1-CUL1 inh
O=C(NCc1ccc(F)cc1)c1ccc(Nc2nc3ccccc3n3nnnc23)cc1	1
CCOC(=O)c1c(NC(=O)CSc2nnnn2-c2ccc(Cl)cc2)sc2c1CCCC2	-5
CCCCNC(=O)c1ccc2c(c1)NC(=O)C(CS(=O)(=O)Cc1cccc(C)c1)N2 (stereo unspecified)	-1
COc1ccc(CN(C(=O)COc2c(C)cc(C)cc2C)C2CCS(=O)(=O)C2)cc1OC (stereo unspecified)	-10
CCOc1ccc(CCNC(=O)C2=C(C)C(=O)OC23CCC(C)CC3)cc1OCC (stereo unspecified)	7
O=C1NC(=O)C(=Cc2cc(Br)c(O)c([N+](=O)[O-])c2)C(=O)N1	-3
CCn1c(SCC(=O)N2CCC(C)CC2)nnc1-c1ccccc1	5
CCc1ccc(S(=O)(=O)NCCOc2c(C)cccc2C)cc1	1

Some of these compounds in order of length of the SMILES, highest first:
SMILES	RBX1-CUL1 inh
COc1ccc(CN(C(=O)COc2c(C)cc(C)cc2C)C2CCS(=O)(=O)C2)cc1OC (stereo unspecified)	-10
CCCCNC(=O)c1ccc2c(c1)NC(=O)C(CS(=O)(=O)Cc1cccc(C)c1)N2 (stereo unspecified)	-1
CCOC(=O)c1c(NC(=O)CSc2nnnn2-c2ccc(Cl)cc2)sc2c1CCCC2	-5
CCOc1ccc(CCNC(=O)C2=C(C)C(=O)OC23CCC(C)CC3)cc1OCC (stereo unspecified)	7
CCc1ccc(S(=O)(=O)NCCOc2c(C)cccc2C)cc1	1

Remaining list, next part
SMILES	RBX1-CUL1 inh
Cc1cccc(NS(=O)(=O)c2ccc3c(c2)CCN3C(=O)CCC(=O)O)c1C	4
CCOC(=O)c1cc(C(=O)OC)c2ccccn12	8
O=[N+]([O-])c1ccc(Sc2cc(Cl)c(Cl)cc2Cl)nc1	-2
COC(=O)c1c(Br)sc(Br)c1-c1c(Br)sc(Br)c1C(=O)OC	-4
CC(C)c1ccc(NC(=O)c2ccncc2)cc1	-12
CCOc1cccc(NC(=O)CSc2ncc(-c3ccc(Cl)cc3)[nH]2)c1	8
OCCN(Cc1ccccc1)Cc1nc(-c2ccc(C(F)(F)F)cc2)no1	3
Cc1ccc(-c2n[nH]c(=S)n2C)cc1	-1

The list continues:
SMILES	RBX1-CUL1 inh
CCCC12CCC(C(=O)O)(CC1)CC2	2
Cc1ccc(/C=C/c2onc(C)c2S(=O)(=O)N2CCC(C(=O)NCc3ccc(C)o3)CC2)cc1	1
COc1ccc(C)cc1NC(=O)CN(C)S(=O)(=O)c1ccc2c(c1)CCCN2C(C)=O	-13
Cc1cc(C(=O)C2C(=O)C(=O)N(CCCN3CCOCC3)C2c2cccc(Oc3ccccc3)c2)ccc1OCc1ccccc1 (stereo unspecified)	-6
CCc1ccc(CCC(=O)NC(C)C)cc1	11
COc1ccc(C)cc1N1CC(C(=O)NC(C)C)CC1=O (stereo unspecified)	7
O=C(c1nn2c(c1Cl)NC(c1cccs1)CC2C(F)(F)F)N1CCCC1 (stereo unspecified)	3
CCOc1ccc(C(=O)/C=C\C(=O)Nc2ccc(F)cc2)cc1	-6

Going on with the list:
SMILES	RBX1-CUL1 inh
Cc1cc(Br)ccc1NC(=O)c1sc2nc(-c3cccs3)ccc2c1N	-8
CCOc1ccccc1NC(=O)C(NS(=O)(=O)c1ccc2c(c1)CCC(=O)N2)c1ccccc1 (stereo unspecified)	-5
CC1(C)OC(=O)N(NCc2ccccc2)C1(C)O (stereo unspecified)	2
CC(=O)NCCNC(=O)c1ccccc1OC1CCN(Cc2ccccn2)CC1	8
CCSc1ncc(Cl)c(C(=O)Nc2ccc(S(=O)(=O)N3CCCCC3)cc2)n1	-12
CCCCN(CC)C(=O)Cn1c(=O)n(-c2ccc(OCC)cc2)c(=O)c2c3c(sc21)CCC3	5
O=C1/C(=C\c2cccs2)SC(=S)N1c1ccc(O)cc1	6
COc1ccc(-c2cc(C(F)(F)F)c(C#N)c(SCc3nc4ccccc4[nH]3)n2)cc1OC	-7

Brought forward from above: 2 entries; new compounds follow.
SMILES	RBX1-CUL1 inh
O=C1/C(=C\c2cccs2)SC(=S)N1c1ccc(O)cc1	6
COc1ccc(-c2cc(C(F)(F)F)c(C#N)c(SCc3nc4ccccc4[nH]3)n2)cc1OC	-7
Cc1cc(Cl)ccc1OCCCc1c(C)n[nH]c1C	2
COc1ccccc1-c1nnc2sc(/C=C/c3ccccc3)nn12	1
CCO[C@H]1[C@H](NC(=O)c2cccnc2)c2ccccc2C12CCN(C(=O)c1cc(CC)nn1C)CC2	8
Cc1scc(C(=O)Nc2ccc(C(=O)N3CCOCC3)cc2)c1C	-4
Cc1ccc(C)c(S(=O)(=O)c2nnn3c2nc(NCc2cccs2)c2sccc23)c1	4
CCOC(=O)c1c(N)sc(C)c1-c1ccc(F)cc1	12
O=C(COCc1cc(-c2cccs2)on1)NCc1ccc(F)cc1	-5
O=C(NC(=S)Nc1nc(-c2ccccc2)cs1)C12CC3CC(CC(C3)C1)C2	11

(next part)
SMILES	RBX1-CUL1 inh
Cc1ccc2c(c1)N(S(=O)(=O)c1ccc(Cl)cc1)c1nc3ccccc3nc1O2	5
Cn1ccnc1CN1CCCC1C(=O)Nc1ccc(-c2nc3ccccc3[nH]2)cc1 (stereo unspecified)	4
Cc1cccc(CS(=O)(=O)NCc2ccccc2C)c1	4
CN(C)S(=O)(=O)c1ccc(C(=O)Nc2cccc(C(=O)O)c2)cc1	-4
C=CCN(c1ccc(C(=O)NCc2ccccc2)cc1)S(C)(=O)=O	3
CC(C)Cc1csc(NC(=O)c2ccc(Br)cc2)c1C(=O)O	1
O=S(=O)(c1ccc2[nH]c3c(c2c1)CCCC3)N1CCN(c2cccc(C(F)(F)F)c2)CC1	-1
